# sdo1 growth: restores growth of sdo1-depleted yeast; actives 0.21% (n = 140,000); S. cerevisiae sdo1-depleted JHY4D growth rescue, OD600 30 h; hits give high values; pdr5 snq2 efflux-pump mutant strain; z-score at 10 µM;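 active = z-score above 3 at both the 24 hr and the 30 hr optical density reads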;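 also: z-score against mean and SD of all compound wells on the same plate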
# Insulin prom inh: TRM-6 insulin promoter activity inhibition; actives 0.9% (n = 130,000); inhibition, % at 2 µM; TRM-6 cells (human fetal islet line), insulin promoter-eGFP reporter, imaging; reporter expression induced with tamoxifen;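 active = inhibition above the mean plus 3 SD, with well images judged a real hit on visual review, cut at about 60% in these data, passing the limit was not always enough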
# sdo1 growth Rescue 24 h: also measured in sdo1 growth; calls as there; z-score; S. cerevisiae sdo1-depleted JHY4D growth rescue, OD600; measured here: growth rescue at 24 h;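 0 is the plate mean of compound wells and units are plate SD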
# The depositor's hits bear a star; x = no result given. Some of the compounds tested (hit frequency here may not be typical).
smiles | sdo1 growth Rescue 24 h | Insulin prom inh | sdo1 growth
COC(=O)CN(n1cnnc1)S(=O)(=O)c1ccccc1 | 0.28 | x | 0.43
Cc1nn(-c2ccccc2)c(C)c1/C=N/N1CCN(c2ccccc2)CC1 | 1.41 | 30.4 | 0.86
Cc1cc(C)cc(-n2cc[nH]c2=S)c1 | 2.21 | 50.0 | 1.12
CCOC(=O)CC1(CC(=O)OCC)NC(=O)c2c(C)sc(C(=O)OCC)c2N1 | -0.61 | -61.1 | -0.3
O=C(Nc1ccc(NC(=O)c2cccs2)cc1)c1ccco1 | -0.24 | 12.7 | -0.57
O=C(Nc1ccc(Cl)c(-c2nc3ccccc3[nH]2)c1)c1ccc2c(c1)OCO2 | 0.9 | -33.3 | -0.35
c1ccc2c(c1)ccc1nnc(SCc3ccc4c(c3)OCCO4)n12 | -0.95 | x | -1.15
COc1cccc(-c2nc(Oc3cccc(C)c3C)c3ccccc3n2)c1O | 0.13 | x | -0.44
Cc1cc(NC(=O)CN2CC(C)OC(C)C2)n(-c2nc3ccccc3s2)n1 (stereo not given) | -1.05 | -31.4 | -1.24
COC(=O)c1ccccc1NC(=O)C1CC(=O)N(C2CCCCC2)C1 (stereo not given) | 0.05 | x | -0.21
O=C1CC(c2ccncc2)c2cc3c(cc2N1)OCCO3 (stereo not given) | 0.21 | -17.2 | 0.7
Cc1c(Cl)c(-c2n[nH]c(=S)n2CC(C)C)nn1C | -0.75 | -28.6 | -0.98
CCCc1nc2c(c(=O)c3ccccc3n2C)c(=O)n1-c1ccc(F)cc1 | -0.3 | -52.0 | -0.25
Cc1ccccc1NC(=O)C1CCN(c2cnccn2)CC1 | 0.06 | 5.6 | -0.48
CCN(CC)CCCNC(=O)c1cn(CC)c2ccc(S(=O)(=O)N3CCc4ccccc4C3)cc2c1=O | x | 21.4 | x
O=C(CNC(=O)c1ccco1)Nc1ccc(S(=O)(=O)N2CCCC2)cc1 | 0.86 | 0.0 | 1.13
CCOP(=O)(OCC)C(C#N)=C1SCN(c2ccc(Cl)cc2)CS1 | 0.39 | 2.6 | 0.84
Cc1cccc(C)c1OCC(=O)Nc1oc(-c2ccccc2)c(-c2ccccc2)c1C#N | x | 11.1 | x
O=C1CC(c2ccccc2)CC(=NCCO)/C1=C(\O)CCCN1C(=O)c2ccccc2C1=O (stereo not given) | x | 7.1 | x
CCC(Sc1nc2ccccc2o1)C(=O)Nc1nnc(C)s1 (stereo not given) | -0.33 | -7.4 | -0.21
Cc1cc(C)c(S(N)(=O)=O)c(C)c1N(C)S(=O)(=O)c1ccccc1 | x | -114.3 | x
CC(=O)c1c(N2CCOCC2)nc(=S)n(-c2cc(C)ccc2C)c1C | 0.04 | 69.7 | 0.42
C=CCN(CC=C)C(=O)Nc1cc(Cl)ccc1OC | -0.59 | 0.0 | -0.64
CCO/C=C/C(O)(CNC(=O)c1ccc(C(C)(C)C)cc1)C(F)(F)F (stereo not given) | -0.8 | -34.5 | -0.84
COc1ccccc1NC(=O)c1cc2ccc(O)cc2o/c1=N\O | -1.31 | x | -2.34
COC(=O)c1ccccc1Oc1nc(Cl)cc(OC)n1 | -1.54 | 44.1 | 0.01
Clc1ccc(-c2csc3ncnc(NCCN4CCOCC4)c23)cc1 | 0.65 | -7.1 | 0.47
NC(=O)CNc1ncc(C(F)(F)F)cc1Cl | x | -11.1 | x
Cc1ccc(OCCN(C)C(=O)CC2C(=O)NCCN2CC(C)(C)C)cc1 (stereo not given) | x | 35.7 | x
COC(=O)c1c(NC(NC(=O)C(C)(C)C)C(Cl)(Cl)Cl)sc2c1CCC2 (stereo not given) | -0.7 | x | -1.11
CCOC(=O)c1ccc(N/C(=N\S(=O)(=O)c2ccc(F)cc2F)c2ccccc2)cc1 | -0.87 | x | -0.33
Cc1sc2ncnc(SCC(=O)N(C)C3CCS(=O)(=O)C3)c2c1C (stereo not given) | x | 0.0 | x
CCCCN(C)CCCNC(=O)C1CC(=O)N(Cc2ccc(OC)cc2)C1 (stereo not given) | -0.45 | -62.1 | 0.02
CCCS(=O)(=O)N1CCCC(C(=O)NCc2ccc3c(c2)OCO3)C1 (stereo not given) | 0.29 | x | 0.67
CCn1c(C)cc(/C=C2\NC(=O)N(CC(=O)Nc3cccc(C)c3)C2=O)c1C | 2.61 | 23.1 | 0.07
COC(=O)c1c(NC(=O)c2ccc(S(=O)(=O)N3CCOCC3)cc2)sc2c1CCN(C)C2 | 1.54 | -284.2 | 1.4
Cc1c(=O)n(OCc2ccccc2)c2ccccc2[n+]1[O-] | 1.31 | -355.8 | 1.14
CCOC(=O)c1ccc(NC(=S)N2CCN(Cc3ccccc3)CC2)cc1 | -0.17 | -30.0 | -0.44
COc1cc2c(C(=O)N3CCOCC3)c(CSc3ccccc3)n(C)c2cc1Br | x | -100.0 | x
CCOC(=O)C1CCN(CC(=O)Nc2c(C(=O)OC)[nH]c3ccc(Cl)cc23)CC1 | -0.3 | -122.7 | -0.97
CCCc1nnc(SCC(=O)Nc2ccc(OCC)cc2)n1N | -0.03 | 35.3 | 0.46
COc1ncnc2c1cnn2-c1ccccc1 | -0.78 | 2.9 | -0.18
Cc1nnc(NC2=NCCC2)o1 | -1.31 | 42.9 | -0.57
Cc1cccc2c1CC(C)(C)NC2=C(C#N)C#N | 0.94 | 20.0 | 0.89
COC(=O)c1c(C)[nH]c(C(=O)OCc2ccc(F)cc2)c1C | 0.35 | 18.2 | -0.64
O=C(NCCCN1CCCC1=O)c1cccc(N2CCCC2=O)c1 | -0.94 | -39.0 | -0.28
Cc1c(C(=O)N2CCN(C)CC2)oc2ccc(S(=O)(=O)N3CCOCC3)cc12 | 0.07 | 42.3 | 0.67
O=C(CCCCCNc1nc(=S)[nH]c2ccccc12)NCCc1ccccc1 | -0.86 | x | 0.04
C#CC[N+](CC)(CC)CC#Cc1cccc(Cl)c1 | -0.63 | -21.7 | 0.46
C=CCn1c(SCc2ccc(C(=O)Nc3nccs3)cc2)nnc1-c1ccc(C)c(Cl)c1 | 0.21 | x | -0.24

# Quoted at random: 3 entries already listed, in no set order.
smiles | sdo1 growth Rescue 24 h | Insulin prom inh | sdo1 growth
Cc1c(=O)n(OCc2ccccc2)c2ccccc2[n+]1[O-] | 1.31 | -355.8 | 1.14
Clc1ccc(-c2csc3ncnc(NCCN4CCOCC4)c23)cc1 | 0.65 | -7.1 | 0.47
CCCc1nnc(SCC(=O)Nc2ccc(OCC)cc2)n1N | -0.03 | 35.3 | 0.46

# The main list resumes with the 4 entries that preceded the break.
smiles | sdo1 growth Rescue 24 h | Insulin prom inh | sdo1 growth
Cc1c(C(=O)N2CCN(C)CC2)oc2ccc(S(=O)(=O)N3CCOCC3)cc12 | 0.07 | 42.3 | 0.67
O=C(CCCCCNc1nc(=S)[nH]c2ccccc12)NCCc1ccccc1 | -0.86 | x | 0.04
C#CC[N+](CC)(CC)CC#Cc1cccc(Cl)c1 | -0.63 | -21.7 | 0.46
C=CCn1c(SCc2ccc(C(=O)Nc3nccs3)cc2)nnc1-c1ccc(C)c(Cl)c1 | 0.21 | x | -0.24
CC(=O)CCc1oc2ccc(C)cc2c1-c1ccc(C)o1 | x | 25.0 | x
COc1ccc2nc(SCC(=O)N3CCN(c4ccccc4F)CC3)c(C#N)cc2c1 | x | 31.2 | x
COc1cccc(CC(NC(C)=O)C(=O)NC2CCN(c3nnnn3-c3ccccc3)CC2)c1 (stereo not given) | 0.21 | -128.6 | 0.84
Cc1[nH]c2ccc(F)cc2c1CCN(Cc1cccnc1)C(=S)Nc1ccccc1 | x | -63.6 | x
N#C/C(C(=O)N1CCOCC1)=C1/SC(Cc2ccccc2Cl)C(=O)N1c1ccccc1 (stereo not given) | 0.84 | -107.1 | 0.57
COc1ccc(N(CC(O)Cn2nnc3ccccc32)S(=O)(=O)c2ccc(C)cc2)cc1 (stereo not given) | 2.57 | 33.3 | 4.52
Cc1cc(=O)oc2cc(OCC(=O)OCC(=O)Nc3c(C)n(C)n(-c4ccccc4)c3=O)ccc12 | x | 0.0 | x
COc1cc(NC(=O)c2ccc(COCC(F)(F)F)o2)cc(OC)c1OC | -0.43 | 42.9 | -0.24
CC(NC(=O)c1cn(C)c2ccc(S(=O)(=O)N3CCCC3)cc2c1=O)c1ccc2c(c1)OCCO2 (stereo not given) | -0.18 | 13.3 | 0.19
CN=C1SC(CC(=O)Nc2ccc(N3CCOCC3)cc2)C(=O)N1C (stereo not given) | 0.06 | 53.9 | 0.6
CCn1c2ccccc2c2nnc(SCc3ccc(C(=O)OC)o3)nc21 | -0.33 | x | 0.22
COc1ccccc1NS(=O)(=O)c1cc(NC(=O)CNC(=O)c2ccccc2)ccc1C | -0.27 | -15.4 | 0.78
O=C(Nc1ccc([N+](=O)[O-])cn1)C1CCCCC1 | 0.94 | -6.2 | 0.51
CN(CCNC(=O)c1ccc(/C=N/O)nc1)Cc1ccccc1 | 1.22 | x | 1.25
O=C(CSc1nc2ccccc2o1)NC(=O)NCc1ccccc1 | -0.72 | -55.6 | -0.55
COc1ccc(Cl)cc1NC(=S)NCCSc1ccc(C)cc1 | -1.82 | x | -2.28
CCc1c(O)nc(SCC(=O)Nc2ccc(C)cc2)n(C2CCCCC2)c1=O | -1.3 | x | -0.44
COc1ccccc1C(C)NC(=O)CCOc1cccc(C)c1 (stereo not given) | x | 8.3 | x
O=C(O)/C=C/c1ccc2c(-c3ccccc3)onc2c1 | 0.16 | 8.0 | 0.23
CN1CC(=O)N(CC(=O)Nc2ccc3c(c2)CCC3)C1=O | x | 25.0 | x
O=C(CSCc1ccccc1Br)N/N=C/c1ccc(OCC(=O)N2CCCCC2)cc1 | 1.42 | x | 1.17
Cc1oc(CC(C)C)cc1C(N)=O | x | 7.1 | x
CCOC(=O)c1cnc(N2CCOCC2)[nH]c1=O | -0.3 | 58.3 | 0.24
O=C1CC(Nc2ccccc2)C(=O)N1Cc1ccccc1 (stereo not given) | 1.24 | -8.6 | 0.94
CCCC(=O)Nc1ccc(C(=O)N/N=C/c2ccc([N+](=O)[O-])o2)cc1 | 1.02 | -81.2 | 0.77
Cc1cc(C)c(NC(=O)CS(=O)CC(=O)NC2CCCc3ccccc32)c(C)c1 (stereo not given) | -0.27 | -32.1 | 0.46
Cc1cc(N)c(-n2cc3c(=O)n(C)c(=O)n(C)c3c2)cc1C | -0.82 | 64.3 | -1.48
C#C[C@]1(O)CC[C@H]2[C@@H]3CCc4cc(OC)ccc4[C@H]3CC[C@@]21C | -1.02 | 4.5 | -1.79
CC(=O)Nc1ccc(S(=O)(=O)N(C)CCOCc2ccccc2)cc1 | -1.4 | 34.5 | -0.25
O=C(c1c(F)c(F)c(F)c(F)c1F)N(Cc1ccccc1)Cc1ccccc1 | -0.38 | -21.4 | 0.12
CCCn1c(SCC(=O)N2CCN(C(=O)c3ccco3)CC2)nc2ccccc2c1=O | x | 33.3 | x
CCN(CC)CCOC(=O)c1cccc(Cl)c1 | -0.7 | x | -0.42
O=C(COC(=O)c1ccc(Br)c(S(=O)(=O)N2CCOCC2)c1)NCC1CCCO1 (stereo not given) | 0.08 | x | -0.27
Brc1c(CSc2nncn2-c2ccccc2)nc2ncccn12 | -0.36 | x | 0.32
COc1ccc2ccccc2c1CN1CCCC(CO)C1 (stereo not given) | 0.49 | 13.0 | 1.25
NC(=O)C1CCN(C2=C(Cl)C(=O)c3ccccc3C2=O)CC1 | 2.27 | 7.1 | 2.27
COc1ccc(-c2cc(=O)oc3cc(OC(=O)C4CCCCC4)ccc23)cc1 | -0.05 | 31.0 | -0.21
Fc1c(F)c(C(F)(F)F)c(F)c(F)c1N/N=C\c1cccs1 | -1.53 | -45.7 | -2.63
COc1ccccc1N1CC(C(=O)Nc2nnc(SCc3ccccn3)s2)CC1=O (stereo not given) | 0.7 | x | 0.98
COCCNC(=O)c1cccc(Nc2nc(-c3ccccc3)c3cc(Cl)ccc3n2)c1 | -1 | x | -0.95
Cc1ccccc1-c1cc(-c2ccccc2O)on1 | -1.37 | x | -1.86
O=C1CCC([N+](=O)[O-])C(c2cc3c(cc2Br)OCO3)N1 (stereo not given) | 2.04 | 2.9 | 1.89
COc1ccc(CNC(=O)C(C)OC(=O)c2cccn2C)cc1 (stereo not given) | 0.19 | -39.4 | 0.42
O=c1c2c3c(sc2nc(NCCO)n1Cc1ccco1)CCCCC3 | 0.72 | 15.6 | 0.49
COc1ccc(NC(=O)CSc2nc3c(c(=O)n2-c2ccc(C)cc2)SCC3)c(OC)c1 | -1.32 | 12.5 | -0.71
O=C(NCCN1C(=O)S/C(=C\c2ccc(Cl)cc2)C1=O)c1ccc(F)c(S(=O)(=O)N2CCOCC2)c1 | 0.72 | 6.7 | 0.04
CCCN(C(=O)c1ccccc1N)c1c(C)n(C)n(-c2ccccc2)c1=O | -0.8 | x | 0.12
CC(=O)Nc1c(O)nc(SCc2ccc(Cl)cc2)[nH]c1=O | -0.64 | 28.9 | 0.15
O=C(Cc1ccccc1)N/N=C/c1cc2c(cc1Cl)OCO2 | 0.85 | -328.6 | -0.8
Cc1cc(C)n(CC(=O)Nc2ccccc2)n1 | 1.03 | -24.3 | 1.72

# New compounds follow:
smiles | sdo1 growth Rescue 24 h | Insulin prom inh | sdo1 growth
N#C/C(=C\c1ccc(-c2ccc(Br)cc2)o1)C(=O)NCCc1c[nH]c2ccccc12 | -0.44 | -14.3 | -0.72
CN1CCc2c(sc3c2c(=O)n(-c2ccccc2)c2n[nH]c(=S)n32)C1 | -0.2 | 16.7 | 0.62
COc1ccc(-n2nc(C(=O)NCc3ccco3)c3c4ccccc4n(C)c3c2=O)cc1 | 2.17 | -66.7 | 0.35
O=C(Nc1nc2ccc(F)cc2s1)C1CCN(S(=O)(=O)c2cc([N+](=O)[O-])ccc2Cl)CC1 | 0.31 | -8.1 | -0.34
O=C(Cn1cnc2c(nnn2Cc2ccc(F)cc2)c1=O)N1CCCc2ccccc21 | 0.53 | 6.2 | -0.39
O=C(O)c1ccc(Cl)c(S(=O)(=O)N2CCCCCC2)c1 | 0.02 | x | -0.2

# Screens deposited in PubChem BioAssay by several laboratories.
